Source: PubChem
Pol kappa inh – qHTS for Inhibitors of Polymerase Kappa | DNA polymerase kappa (Homo sapiens), Q9UBT6 | purified Pol kappa, fluorescent DNA synthesis assay, 10 min | 400,000 compounds, 0.53% hits | Potency, µM (titrated, usually from 107 µM), inactives show at the top dose activity, negative = inhibition, usual class: inhibitors | AID 588579, 2011; also: % is scaled to controls: 0 for no effect and ±100 for the full control effect
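First, compounds were pin-transferred onto 10 nM Pol kappa. After 15 min at room temperature, substrate was added to 50 nM final. Fluorescence was then measured kinetically at 0 and 10 min.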
POLI inh – qHTS for Inhibitors of Polymerase Iota; 390,000 compounds, 1% hits; AID 588590, 2011; Pol iota fluorescent replication assay, 10 min; Potency, µM (top dose mostly 115 µM), for the others: top-dose activity, negative = inhibition, usual class: inhibitors; DNA polymerase iota (Homo sapiens), Q9UNA4
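Pol iota at 10 nM preincubated 15 min with compounds at room temperature; reaction started with fluorescent substrate, 50 nM final. Fluorescence read kinetically at 0 and 10 min; buffer-only wells as negative control.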
BLM helicase inh – qHTS Assay for Inhibitors of Bloom's syndrome helicase (BLM); RecQ-like DNA helicase BLM (Homo sapiens), P54132; Potency, µM (titrated, usually from 56.1 µM), for the others: at the highest dose activity change, negative = inhibition, usual class: inhibitors; 350,000 compounds, 0.2% hits; recombinant BLM DNA unwinding, fluorescence dequenching;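 also: plate controls were vehicle for no effect and no enzyme for full effect; nearly all actives have a fitted effect of over 35% in size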
Pol beta inh – qHTS Assay for Inhibitors of DNA Polymerase Beta; 340,000 compounds, 1.3% hits; P06746; Potency, µM (highest dose often 114 µM), for the others: at the highest dose activity change, negative = inhibition, most hits filed as inhibitors; Pol beta primer extension/strand displacement, fluorescence kinetic; AID 485314, 2010; also: % is scaled to controls: 0 for no effect and ±100 for the full control effect
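Human Pol beta at 10 nM; strand-displacement substrate 50 nM final. Compound exposure 15 min at room temperature before start, reaction 10 min at room temperature.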
APEX1 inh – qHTS Assay for Inhibitors of the Human Apurinic/apyrimidinic Endonuclease 1 (APE1); AID 2517, 2012; Potency, µM (series often up to 65.8 µM), without a hit: at the highest dose activity change, negative = inhibition, hits mostly inhibitors; 350,000 compounds, 0.35% hits; recombinant APE1, TAMRA/BHQ-2 abasic DNA cleavage fluorescence;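 also: plate controls were vehicle for no effect and reference inhibitor for full effect; nearly all actives have a fitted effect of over 55% in size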
Target sequence (P27695 whole entry, looked up): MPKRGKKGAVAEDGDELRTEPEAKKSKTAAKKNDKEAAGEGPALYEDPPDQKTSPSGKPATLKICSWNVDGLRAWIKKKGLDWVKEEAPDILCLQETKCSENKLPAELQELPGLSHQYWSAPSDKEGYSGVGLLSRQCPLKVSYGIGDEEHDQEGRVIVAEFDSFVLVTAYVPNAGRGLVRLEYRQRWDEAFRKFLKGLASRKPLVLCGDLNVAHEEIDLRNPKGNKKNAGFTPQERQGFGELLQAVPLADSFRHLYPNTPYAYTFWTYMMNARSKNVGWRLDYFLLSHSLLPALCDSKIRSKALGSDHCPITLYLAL
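0.75 nM APE1 + cpd, 15 min RT; start w/ 50 nM TAMRA/BHQ-2 THF-abasic dsDNA; kinetic fluor 525/598 nm ×3 reads @60 s; Δ(read3−read1); normalized to DMSO and NSC13755 control wells.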
BAZ2B inh – qHTS Assay for Inhibitors of BAZ2B | AlphaScreen BAZ2B-H3K14Ac peptide displacement | Potency, µM (highest dose often 114 µM), for the others: top-dose activity change, negative = inhibition, most hits filed as inhibitors | AID 504333, 2011 | Bromodomain adjacent to zinc finger domain protein 2B (Homo sapiens), Q9UIF8 | 360,000 compounds, 4.4% hits; also: % is scaled to controls: 0 for no effect and ±100 for the full control effect; nearly all actives have a fitted effect of over 60% in size
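AlphaScreen displacement of biotin-H3(5-23)K14Ac peptide (50 nM final) from BAZ2B (50 nM final) in PBS pH 7.4, 0.01% Tween-20; complex preformed 30 min RT, then compounds (top 110 uM) 30 min RT, beads 20 min dark.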
Apoferritin bind – qHTS Assay for Identification of Novel General Anesthetics; apoferritin/1-aminoanthracene competitive binding, fluorescence; Potency, µM (titrated, usually from 77.5 µM), inactives show at the highest dose activity change, negative = displacement, hits mostly inhibitors; 350,000 compounds, 0.074% hits; AID 485281, 2010; also: % is scaled to controls: 0 for no effect and ±100 for the full control effect; nearly all actives have a fitted effect of over 20% in size
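10 uM apoferritin + 50% sat. 1-AMA, PBS; cpd 10 min RT; Ex380/Em535 endpoint; normalized to free probe vs complex; 4-param Hill fit; propofol titration as pos. ctrl.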
G9a block – qHTS Assay for Inhibitors of Histone Lysine Methyltransferase G9a; Histone-lysine N-methyltransferase EHMT2 (Homo sapiens), Q96KQ7; G9a H3K9 monomethylation, AlphaScreen, 2 h; Potency, µM (series often up to 102 µM), for inactives: top-dose activity, negative = inhibition, actives largely listed as inhibitors; 350,000 compounds, 8.8% hits; also: % is scaled to controls: 0 for no effect and ±100 for the full control effect; nearly all actives have a fitted effect of over 75% in size
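Using a bead-based AlphaScreen, monomethylated H3K9 product from 2 h room-temperature reactions (G9a 20 nM, peptide 500 nM, SAM 20 uM) was detected with 0.5 ug/mL rabbit anti-H3K9me1 antibody.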
POLH inh – qHTS for Inhibitors of Polymerase Eta; 390,000 compounds, 1.2% hits; recombinant Pol eta, fluorescent DNA replication assay; DNA polymerase eta (Homo sapiens), Q9Y253; Potency, µM (highest dose often 114 µM), for the others: at the top dose activity change, negative = inhibition, actives largely listed as inhibitors; also: % is scaled to controls: 0 for no effect and ±100 for the full control effect
Target sequence (Q9Y253 whole entry, looked up): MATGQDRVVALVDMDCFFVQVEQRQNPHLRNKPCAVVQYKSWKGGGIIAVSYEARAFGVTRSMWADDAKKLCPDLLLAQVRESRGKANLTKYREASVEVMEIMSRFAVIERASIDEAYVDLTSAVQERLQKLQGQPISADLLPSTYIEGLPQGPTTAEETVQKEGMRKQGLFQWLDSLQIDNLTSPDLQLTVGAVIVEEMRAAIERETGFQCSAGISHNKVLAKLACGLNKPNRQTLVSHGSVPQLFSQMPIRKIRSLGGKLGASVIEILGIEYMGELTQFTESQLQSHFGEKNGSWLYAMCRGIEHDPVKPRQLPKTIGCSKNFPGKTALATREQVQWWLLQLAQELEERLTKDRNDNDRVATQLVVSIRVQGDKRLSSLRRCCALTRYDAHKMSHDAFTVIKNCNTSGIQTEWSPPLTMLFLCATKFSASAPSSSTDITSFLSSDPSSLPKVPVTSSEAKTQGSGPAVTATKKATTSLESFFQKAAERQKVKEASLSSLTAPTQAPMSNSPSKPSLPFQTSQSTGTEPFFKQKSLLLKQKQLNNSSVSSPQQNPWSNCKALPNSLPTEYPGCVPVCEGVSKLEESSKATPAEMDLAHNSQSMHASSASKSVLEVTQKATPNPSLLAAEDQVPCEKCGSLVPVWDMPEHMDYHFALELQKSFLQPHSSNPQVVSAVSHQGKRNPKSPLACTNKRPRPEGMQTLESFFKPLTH
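Fluorescent replication assay: 50 nM final substrate added after a 15 min room-temperature compound preincubation with 10 nM enzyme. Signal taken at 0 min and again at 10 min.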
Starred values were filed as active, the others as inactive; ? = inconclusive; . = not tested or not shown; & = joins results of further samples; [ ] = dose if it differs, or a comment. Calls follow the shape of the dose curve; as a rule, active = well fitted curve in the direction sought with a large enough effect; inconclusive = small, poorly fitted or top-dose-only effect, or another doubt; inactive = no such curve, though single readings can be large; an effect the other way counts as inactive or inconclusive. Potency is read from the fitted curve at half-maximal effect. Not all compounds are listed. The share of hits here may be higher or lower than overall.

No.	Molecule	Pol kappa inh	POLI inh	BLM helicase inh	Pol beta inh	APEX1 inh	BAZ2B inh	Apoferritin bind	G9a block	POLH inh
1	O=C(O)COc1ccccc1/C=C1\C(=O)NC(=O)N(CCC2=CCCCC2)C1=O	-13.2%	?	-3.0%	-1.3%	?	-19.3%	-12.3%	50.1µM*	-16.3%
2	COc1ccc(-c2nn(CCC#N)cc2C(=O)NCc2ccccc2)cc1	10.6%	11.7%	-3.5%	-5.8%	-0.6%	-16.4%	-1.0%	-0.6%	-18.7%
3	Cc1nnc2n1-c1ccc(Cl)cc1C(c1ccccc1)=NC2	-0.1%[60.1 µM]	.	1.4%&-0.7%	-13.6%	0.3%&-0.9%	-13.8%	-0.1%&-5.9%	32.4%&3.5%[59 µM]	.
4	COc1cc(Cl)ccc1Nc1ncc(C(=O)N2CCN(c3ccccc3OC)CC2)c2ccccc12	2.9%	25.4%	-6.7%	-0.4%	.	-3.9%	519.6%[activator]	15.8%[59 µM]	-7.6%
5	O=C1NCCN2CCCC12 (configuration not stated)	4.6%	-4.6%	-2.6%	-4.6%	3.7%	-7.7%	-6.5%	12.6µM*	-4.2%
6	O=C(CSc1nnc(-c2ccncc2)o1)N1CCCCCC1	-1.8%	31.9%[activator]	-2.4%	-1.7%	-1.6%	-24.1%	-10.2%	3.3%	1.0%
7	CC(C)C[C@H]1C(=O)N2CCC[C@H]2[C@]2(O)O[C@](NC(=O)[C@@H]3C=C4c5cccc6[nH]cc(c56)C[C@H]4N(C)C3)(C(C)C)C(=O)N12	-24.6%	11.2µM*	.	.	12.5%	-33.9%	.	6.31µM*	-4.7%
8	Cc1ccc(NC(=O)C2CCN(C(=O)c3cccs3)CC2)c(C)c1	1.5%	59.3%[activator]	-0.8%	62.7%	-10.4%	-13.8%	0.3%	15.2%	-18.7%
9	COC(=O)C1=C(c2cccc(C#N)c2)C[C@@H]2CC[C@H]1N2C(=O)NCC1CC1	-3.7%	0.7%	.	.	-4.3%	17.8%	.	6.7%[0.501 µM]	-17.6%
10	CCOc1ccc(N2C(=O)NC(=O)/C(=C\c3ccccc3[N+](=O)[O-])C2=O)cc1	-13.8%	?	-0.1%	-10.5%	-4.1%	-18.4%	-10.0%	31.6µM*	2.2%
11	CCOC(=O)C(NS(=O)(=O)c1ccc(C)cc1)(C(F)(F)F)P(=O)(OCC(C)C)OCC(C)C (configuration not stated)	-8.1%	34.1%[activator]	-0.3%	2.2%	5.4%	?	-1.8%	7.08µM*	-16.0%
12	Cc1cccc(N2C(=O)NC(=O)/C(=C\c3ccc4c(c3)CCCN4Cc3ccccc3)C2=O)c1	-1.0%	?	-24.0%	-27.6%	10.9%	?	-8.3%	?	22.4µM*

Among those listed so far, three have sulfur:
No.	Molecule	Pol kappa inh	POLI inh	BLM helicase inh	Pol beta inh	APEX1 inh	BAZ2B inh	Apoferritin bind	G9a block	POLH inh
6	O=C(CSc1nnc(-c2ccncc2)o1)N1CCCCCC1	-1.8%	31.9%[activator]	-2.4%	-1.7%	-1.6%	-24.1%	-10.2%	3.3%	1.0%
8	Cc1ccc(NC(=O)C2CCN(C(=O)c3cccs3)CC2)c(C)c1	1.5%	59.3%[activator]	-0.8%	62.7%	-10.4%	-13.8%	0.3%	15.2%	-18.7%
11	CCOC(=O)C(NS(=O)(=O)c1ccc(C)cc1)(C(F)(F)F)P(=O)(OCC(C)C)OCC(C)C (configuration not stated)	-8.1%	34.1%[activator]	-0.3%	2.2%	5.4%	?	-1.8%	7.08µM*	-16.0%

Following part.
No.	Molecule	Pol kappa inh	POLI inh	BLM helicase inh	Pol beta inh	APEX1 inh	BAZ2B inh	Apoferritin bind	G9a block	POLH inh
13	Oc1cc(Cl)c(Cl)cc1Cl	0.2%[19.4 µM]	.	1.5%	.	-0.7%	.	.	-45.4%[12.7 µM]	.
14	C=C1C2[C@H](OC(C)=O)[C@@H]3CC(=O)[C@]4(C)OC[C@@]3(C)[C@@]4(O)[C@@H](OC(C)=O)[C@H](OC(C)=O)[C@@]2(COC(=O)c2ccccc2)[C@@H](OC(C)=O)C[C@@H]1O (some centres not stated)	10.2%	52.6%[activator]	0.6%	13.5%	41.6%	-21.2%	-10.2%	9.2%[12.7 µM]	-28.4%
15	COc1cc(/C=C/[N+](=O)[O-])ccc1OC(=O)c1cccnc1	2.9%	19.7%	-3.5%	-6.2%	27.4%	-31.9%	-16.9%	3.55µM*	-3.5%
16	CN1C[C@H](CO)C=C2c3cccc4[nH]cc(c34)C[C@@H]21	-10.7%[12 µM]	.	-8.5%[21.4 µM]	.	-2.9%[21 µM]	.	-8.5%[29.3 µM]	?	.
17	CC(=NCCCO)c1c(O)[nH]c(=O)[nH]c1=O	-2.3%	60.2%[activator]	-2.6%	0.0%	0.6%	1.2%	9.5%	5.3%	-14.2%
18	O=C(COc1ccc(Br)cc1)N1CCN(C2CCCC2)CC1	-6.8%	10.2%	-3.4%	-2.7%	13.6%	1.9%	-11.0%	2.8%[59 µM]	-8.3%
19	O=C(Nc1c(F)cc(F)cc1F)c1cccn(Cc2ccccc2)c1=O	-17.8%	14.1%	1.9%	8.9%	-1.7%	2.0%	-21.8%	6.6%	-0.5%
20	C=CCOC(=O)C1=C(C)OC(N)=C(C(=O)OCC)C12C(=O)N(CC(N)=O)c1ccccc12 (configuration not stated)	0.0%	1.7%	3.8%	37.1%	-3.8%	14.3%	-15.6%	-26.6%[59 µM]	-4.5%
21	CCCNS(=O)(=O)c1ccc(OCC(=O)N2CCN(Cc3ccc4c(c3)OCO4)CC2)c(C)c1	-14.8%	-6.4%	.	.	6.2%	2.4%	.	-16.2%[0.501 µM]	-13.2%
22	O=[N+]([O-])c1ccc(O)c([N+](=O)[O-])c1	-5.9%	0.5%	3.6%	.	0.4%&-1.8%	.	-18.5%	-49.0%[2.33 µM]	-9.5%
23	NCC(CP(=O)(O)O)c1ccc(Cl)cc1 (configuration not stated)	-14.9%[60.1 µM]	5.6%[58.9 µM]	.	15.1%[57.1 µM]	0.5%&2.1%	.	.	3.8%[59 µM]	?
24	COCCO[C@H]1CC[C@@]2(C)C(=CCC3C2CC[C@@]2(C)C3CC[C@]2(C)O)C1 (some centres not stated)	-6.3%	80.4%[activator]	.	.	-2.5%	.	.	.	-23.6%
25	Cn1c(=O)n(C)c2cc(CNCCc3ccccc3)ccc21	-7.1%	50.4%[activator]	-0.6%	-0.1%	.	-33.1%	9.6%	-0.6%[59 µM]	-13.3%
26	CCN1C(=O)NC(=O)/C(=C\c2cn(CC(=O)N3CCCCC3)c3ccccc23)C1=O	-20.2%	71.2%[activator]	0.6%	-1.5%	33.7%	3.8%	2.6%	-11.3%	-5.4%
27	Fc1ccc(C[n+]2c(-c3ccccc3)cc(-c3ccccc3)cc2-c2ccccc2)cc1	-7.8%	-17.2%	.	.	-0.2%	0.9%	.	-7.7%[2.33 µM]	-4.0%
28	Cc1cccc(N2C(=O)NC(=O)/C(=C/c3ccc(N4CCOCC4)cc3)C2=O)c1	-26.7%	102.0%[activator]	0.8%	13.7%	?	.	?	?	-3.8%
29	CN(C)CC1CSCCC1(O)c1ccc(C(F)(F)F)cc1 (configuration not stated)	-0.4%	1.6%	4.9%	33.0%	4.1%	8.9%	4.6%	-5.4%[59 µM]	-16.8%
30	COc1cccc(CCNCc2ccc(SC)cc2)c1	-4.6%	58.1%[activator]	-9.3%	-14.0%	0.4%	50.1µM*	-4.1%	3.16µM*	-18.0%
31	CN1CCN(C(=S)c2ccc([N+](=O)[O-])cc2)CC1	-1.9%	4.3%	-14.6%	-0.5%	-1.9%	7.5%	6.4%	10µM*	-12.5%
32	Cc1cc(OCC(=O)OC(C)C)c2c3c(c(=O)oc2c1)CCCC3	-11.3%	15.4%	-0.7%	?	13.3%	-0.4%	-8.4%	-31.9%[0.0925 µM]	-18.0%
33	C=CCSC1=N/C(=C\c2cc(OC)c3c(c2)OCO3)C(=O)S1	-20.8%	?	-16.4%	22.4µM*	3.3%	.	-11.7%	16.6%[59 µM]	?
34	OC(CCNCCc1c[nH]c2ccccc12)C(F)(F)Cl (configuration not stated)	-2.6%	77.1%[activator]	3.6%	-7.3%	-11.2%	-15.9%	-2.6%	-25.8%	-14.3%
35	CCN(CC)C(=O)c1ccc(NC(=O)COc2ccc([N+](=O)[O-])cc2Cl)cc1	-1.3%	1.1%	0.4%	30.5%	12.3%	-4.7%	?	15.5%[59 µM]	-16.7%
36	Cc1ccc(-c2nnc(Nc3ccc(OC(F)(F)Cl)cc3)c3ccccc23)cc1S(=O)(=O)NC(C)(C)CO	0.4%	5.0%	-10.9%	-4.2%	.	-20.7%	-4.8%	?	?
37	O=C(CN1CCN(c2ccccc2)CC1)Nc1cccc(C(F)(F)F)c1	16.0%	-6.7%	-6.0%	?	-2.9%	-4.5%	-8.5%	6.7%[12.7 µM]	-8.3%
38	C=C1C(=O)O[C@H]2C[C@@H](C)[C@@H]3C=CC(=O)[C@@]3(C)C[C@H]12	-1.2%	?	-1.3%	-1.1%	0.7%	1.7%	-1.1%	8.4%[59 µM]	-12.1%
39	COc1cccc(NC(=O)CCc2nc(-c3ccc(C(C)(C)C)cc3)no2)c1	-25.5%	-14.9%	-8.3%	-21.0%	.	-6.8%	?	-22.3%[59 µM]	-20.6%
40	CCCCn1c(O)c(C(CC)=NCc2cc(OC)cc(OC)c2)c(=O)[nH]c1=O	-3.4%	0.3%	-3.8%	0.5%	12.6%	6.5%	-6.5%	.	-4.9%
